Source: PubChem BioAssay (University of Kansas High Throughput Screening Laboratory)
mHTT CaM bind – disrupts binding of mutant huntingtin to calmodulin. actives 3.6% (n = 190,000). AID 1671202. inhibition, % at 15 µM. AlphaScreen His-mHTT/GST-CaM binding, luminescence;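 note: 0% = both proteins with DMSO and 100% = one protein alone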
Pf apPOL inh – Pf-apPOL DNA polymerase inhibition. Recombinant Pf-apPOL, molecular beacon fluorescence, 1.5 h. inhibition, % at 10 µM. actives 0.25% (n = 210,000). AID 1794808
An asterisk follows results filed as active; . = not tested or not shown; & = joins results of further samples. Cut-off read from the data, not from the text of the source: active = inhibition above about 50%; inactive = the rest.

The opening two records, to show the layout:
SMILES	mHTT CaM bind	Pf apPOL inh
N#CC1=C(SCc2ccccc2)NC(=O)CC1c1ccccc1Cl (stereo not drawn)	-0.3	-1.7
CN(C(=O)c1cc2nc(-c3cccs3)cc(C(F)(F)F)n2n1)C1CCCCC1	2.0	3.8

The list itself, repeating the preview:
SMILES	mHTT CaM bind	Pf apPOL inh
N#CC1=C(SCc2ccccc2)NC(=O)CC1c1ccccc1Cl (stereo not drawn)	-0.3	-1.7
CN(C(=O)c1cc2nc(-c3cccs3)cc(C(F)(F)F)n2n1)C1CCCCC1	2.0	3.8
Cc1cc(OCc2nc(C(=O)NC3CC3)cs2)ccc1Cl	45.4	-1.6
COc1ccc2nc(SCc3nc(N)nc(Nc4ccccc4)n3)[nH]c2c1	27.8	-5.0
COc1ccc(OCCCOc2ccc([N+](=O)[O-])cc2Cl)cc1	30.5	-1.3
Cc1ccc(CNC(=O)N2CC3CCCN3c3ccccc32)cc1 (stereo not drawn)	56.9*	-3.1
Cc1ccc(C2N(C)c3ccccc3-c3nc4ccccc4n32)o1 (stereo not drawn)	-41.0	-6.6
CC(C)Sc1ccc(CC(=O)NCC2CCN(C(=O)c3ccccc3F)CC2)cc1	23.0	0.4
CC1CN=C2C=C(N3CCN(C(=O)c4cccc(C(F)(F)F)c4)CC3)N=CN21 (stereo not drawn)	0.1	-5.1
CC1CCCC(NC(=O)c2ccc3c(c2)NC(=O)C(N2CCCCC2)S3)C1C (stereo not drawn)	27.0	-13.1
Cc1noc(C)c1C1CCCN1Cc1cccc(F)c1 (stereo not drawn)	-28.0	-0.2
C/C=C/c1ccc(OCCOc2ccccc2C=O)c(OC)c1	5.5	-5.5
O=C1N2CCc3ccccc3C2CS(=O)(=O)N1Cc1ccc(F)cc1 (stereo not drawn)	-5.9	-4.4
CC(=O)Oc1ccc2c(c1)OC(=Cc1ccccc1Br)C2=O	0.5	-5.8
COc1ccc(CCNC(=O)Nc2cccc(Cl)c2)cc1	-4.6	-2.2
COC(=O)CNC(=O)N1CCCCCC1c1ccc(Cl)cc1 (stereo not drawn)	-3.9	-1.2
O=C1CN(C(=O)c2c(F)cccc2F)C(c2ccccc2)c2cc(Br)ccc2N1 (stereo not drawn)	26.0	-5.6
CCNC(=O)c1coc(CN2CCN(c3ccc(Cl)cc3)CC2)n1	3.1	-5.5
COc1ccccc1NC(=O)CSc1nc2ccc(N3C(=O)c4ccccc4C3=O)cc2s1	-2.0	1.7
O=C1C2CC=CCC2C(=O)N1c1ccc(N2CCN(c3cccc(Cl)c3)CC2)c([N+](=O)[O-])c1 (stereo not drawn)	27.0	-19.3

Part of the list above in order of molecular weight, low to high.
SMILES	mHTT CaM bind	Pf apPOL inh
O=C1CN(C(=O)c2c(F)cccc2F)C(c2ccccc2)c2cc(Br)ccc2N1 (stereo not drawn)	26.0	-5.6
O=C1C2CC=CCC2C(=O)N1c1ccc(N2CCN(c3cccc(Cl)c3)CC2)c([N+](=O)[O-])c1 (stereo not drawn)	27.0	-19.3
COc1ccccc1NC(=O)CSc1nc2ccc(N3C(=O)c4ccccc4C3=O)cc2s1	-2.0	1.7

(listing goes on)
SMILES	mHTT CaM bind	Pf apPOL inh
CC1(C)CC(n2c(NCCO)nc3c(c2=O)C2(CCCCC2)Cc2ccccc2-3)CCO1 (stereo not drawn)	10.7	2.9
CCC1CN2C=NC(N3CCN(C(=O)Cc4ccccc4F)CC3)=CC2=N1 (stereo not drawn)	18.0	0.9
Cc1nn(-c2ccccc2)c(-c2ccccc2)c1C(=O)NCC(C)C	14.3	-8.4
O=C(NC1CCCC1)c1ccc(CSCc2ccccc2Cl)o1	-7.0	-14.5
O=c1[nH][nH]c2cccc(F)c12	.	-9.4
Cc1ccccc1NC(=O)N1CCN(Cc2nc3cccnc3n2-c2cccc(F)c2)CC1	2.5	-2.4
Cn1cnc2c1CN(CC(=O)NCc1cccc(C(F)(F)F)c1)CC2	68.1*	-6.3
CCCC(=O)N1CCN(c2nc(CN3CCOCC3)cs2)CC1	0.1	-0.6
CCCc1cc(NCCCN2CCOCC2)n2c(nc3ccccc32)c1C#N	0.0	-5.8
CCN(CC)C(=O)CC(c1ccc(OC)cc1)c1c(O)cc(OC)cc1OC (stereo not drawn)	3.7	-3.6
CC(C)(C)c1csc(CN2CCN(C(=O)c3cccc(C(F)(F)F)c3)CC2)n1	-5.2	-5.4
O=C1CC(NC(=O)C23CC4CC(CC(C4)C2)C3)CN1 (stereo not drawn)	-0.7	-3.0
CC1(C)CC(=O)C2=C(C1)Nc1ccccc1NC2c1cccc([N+](=O)[O-])c1 (stereo not drawn)	-0.5	-2.1
Cc1ccccc1CNc1ccc(-c2nc(-c3ccccc3)no2)cn1	-6.4	0.6
COc1ccc(CCN2CC(C(=O)NCc3ccc(F)cc3F)CC2=O)cc1OC (stereo not drawn)	2.3	-0.8
COc1ccc(Cc2nn3c(C(=O)c4cccs4)nn(-c4ccc(C)cc4)c3nc2=O)cc1	.	-6.0&-18.2
C=CCSc1nnc2c(n1)[nH]c1c(C)cc(C)cc12	32.0	-6.6
Cc1ccc(S(=O)(=O)c2nc(-c3ccc(Cl)cc3)oc2N2CCOCC2)cc1	-2.0	9.7
Cc1ccc(C)c(N(C)S(=O)(=O)c2ccc3[nH]cc(C(=O)NC(C)(C)C)c(=O)c3c2)c1	6.0	-8.0
CCc1nc2c(NC(=O)CCc3cccc(OC)c3)cccn2n1	12.6	-1.7
COc1cc(CNC(=O)C2CCCN(c3cn[nH]c(=O)c3)C2)cc(OC)c1 (stereo not drawn)	0.0	-4.8
CC(C)CCNC(=O)C1(C)CCc2ccccc2C(=O)N1CCc1c[nH]c2ccccc12 (stereo not drawn)	97.8*	-4.7
Cc1nn(C)cc1CN1CCCC(c2nc(-c3ccc(F)cc3)n[nH]2)C1 (stereo not drawn)	-5.3	-1.5
COC(=O)Oc1cncc(C(=O)ON2C(=O)CCC2=O)c1	-3.1	-13.3
CCCc1ccc(S(=O)(=O)NCc2nc3cccnc3n2C2CCCC2)cc1	5.5	-11.5
O=C(CSc1n[nH]c(=O)[nH]c1=O)c1ccccc1[N+](=O)[O-]	2.0&-0.4	10.4&0.4
Cc1cc(C(=O)NCc2ccccn2)c2ccccc2n1	14.0	-15.1
NC(=O)c1c(NC(=O)C2CCCCC2)sc2c1CCCC2	1.6&2.9	-6.7
O=C(c1ccccc1)N1CCC(n2cccc2)CC1	.	-8.3
O=C(NCCCSc1ccccc1F)c1ccc(Cl)cc1Cl	.	-6.2
Cc1cccc(-n2cnc(C(=O)Nc3ccc(F)cc3)n2)c1	-0.7	-4.5
O=C(c1nc(-c2ccc(Cl)cc2)n2c1CCCCC2)N1CCOCC1	4.5	0.4
Cc1ccnc(Nc2nc(C)c(C(=O)N3CCCC3)s2)c1	0.7	24.3
O=C1CCC(=O)N1c1ccc(NCc2ccccc2Sc2ccccc2CO)c([N+](=O)[O-])c1	42.0	-16.9
Fc1ccc(N2COc3cc4c(cc3C2)OCO4)cc1Cl	7.0	-16.1
COc1cccc(N2CCN(C/C=C/c3ccccc3[N+](=O)[O-])CC2)c1	34.3	-3.1
CCCC1=NN2C(=N)/C(=C/c3ccc(OC)c(OC)c3OC)C(=O)N=C2S1	6.0	-2.2
Cc1ccccc1NC(=O)N1CCC(c2cc3n(n2)CCCN(C)C3=O)CC1	-10.6	-0.3
Cc1nc(-c2ccc(C)n2C)sc1C(=O)NC(C)(C)C	-12.9	-3.5
O=C(Nc1nnc(C2CC2)s1)c1ccc2c(c1)OCO2	.	-9.4
N#Cc1cnc2ccccc2c1N1CCC(C(=O)Nc2cc(F)cc(F)c2)CC1	-11.2	1.2
CCC(=O)NCc1nc2c(n1CC)CN(S(=O)(=O)c1cccnc1)CC2	3.0	-4.4
O=C1OC2CC1N(C(=O)C1(c3ccc(Cl)cc3)CCCC1)C2 (stereo not drawn)	-10.4	-0.2
COc1ccc(Cl)cc1NC(=O)CN1C(=O)NC2(CCCCC2C)C1=O (stereo not drawn)	-7.2	-4.0
COc1ccc(S(=O)(=O)n2nnc3ccccc32)c(C)c1	-2.0&-1.9	18.7&0.4
COc1cccc(C=C2Oc3cc(OCC=C(C)C)ccc3C2=O)c1OC	-0.6	-12.3
N#Cc1ccc(Oc2ccc(C(=O)Nc3ccccc3)cc2)cc1	-8.3	68.3*
COc1cc(S(=O)(=O)NCCNc2cc(-n3cccn3)ncn2)c(C)cc1C	3.2	-0.5
Cc1nnc(-c2ccc(Oc3ccc(Cl)cc3)c([N+](=O)[O-])c2)o1	8.7	-5.5
Cc1ccc(Nc2ncnc(N)c2[N+](=O)[O-])cc1C	0.0	-5.8

Given field by field: part of the list above
Molecule: Cc1ccccc1CNc1ccc(-c2nc(-c3ccccc3)no2)cn1
  mHTT CaM bind: -6.4; Pf apPOL inh: 0.6
Molecule: COc1ccc(CCN2CC(C(=O)NCc3ccc(F)cc3F)CC2=O)cc1OC (stereo not drawn)
  mHTT CaM bind: 2.3; Pf apPOL inh: -0.8

Continuation:
SMILES	mHTT CaM bind	Pf apPOL inh
O=c1c(Cl)c(N2CCOCC2)cnn1-c1cnc2ccccc2n1	.	0.2&-2.6
CCOc1ccc(NC(=O)C(C)Sc2ccccc2)cc1 (stereo not drawn)	-7.9	-0.7
O=C(c1ccccc1)N1CCC(CCOc2ccc(F)cc2)CC1	-9.4	-4.8
CCCNC(=O)C1COC2(CCC(C)CC2)N1C(=O)c1cccc(C)c1 (stereo not drawn)	-2.9	0.6
O=C(c1ccc(Cl)c(Cl)c1)N1CCN(c2ccc([N+](=O)[O-])c3cccnc23)CC1	8.3	0.7
Cc1ccc(C(=O)NC(Nc2ccccc2F)C(=O)c2ccccc2)cc1 (stereo not drawn)	8.0	-4.0
CN(C(=O)NC1CCS(=O)(=O)C1)C1(C)CCS(=O)(=O)C1 (stereo not drawn)	3.0	-6.9
O=C(O)CCC1(C(=O)O)OCCc2ccccc21 (stereo not drawn)	2.0	2.6
CC(=O)c1ccc(NC(=O)C2CC3CCCC(C2)C3=O)cc1 (stereo not drawn)	-1.5	2.8
CCOc1ccc(C(=O)NC2CC(O)C(CO)C2)cc1OCC (stereo not drawn)	-1.7	-7.3
Cn1c(Cn2c(=O)sc3ccccc32)nnc1SCC(=O)N1CCc2ccccc21	-18.4	-4.7
C=CCn1c(SCC(=O)c2ccc(F)cc2)nnc1-c1cccs1	-0.5	-7.9
CCCCCc1ccc(-c2cn(Cc3ccc(C)cc3)nn2)cc1	-14.0	-5.0
Cc1ccc(CSc2ssc(=S)c2-c2ccccc2)cc1	.	2.2
CCc1ccc(N2C(=O)NC(=O)C(Cc3ccc(OC)c(OC)c3)C2=O)cc1 (stereo not drawn)	0.5	-5.5
CN1CCc2c(sc(NC(=O)CCS(=O)(=O)c3ccc(Cl)cc3)c2C(N)=O)C1	-1.1	0.1
O=C(c1c(F)cccc1F)N1CCCC1c1ccccc1F (stereo not drawn)	-7.6	-0.1
NC(=S)N1N=C(c2ccccc2)CC1c1ccccc1 (stereo not drawn)	7.5	.
COCCCN1C(=O)c2ccc(C(=O)Nc3ccc(F)cc3)cc2C1=O	-4.2	-0.7
CCOCCCNC(=O)CC1CCN(S(=O)(=O)c2cccs2)CC1	-5.1	5.4

Quoted from the listing:
Result for NC(=S)N1N=C(c2ccccc2)CC1c1ccccc1 (stereo not drawn) under mHTT CaM bind: 7.5
Result for COCCCN1C(=O)c2ccc(C(=O)Nc3ccc(F)cc3)cc2C1=O under mHTT CaM bind: -4.2
Result for Cn1c(Cn2c(=O)sc3ccccc32)nnc1SCC(=O)N1CCc2ccccc21 under mHTT CaM bind: -18.4

(continued)
SMILES	mHTT CaM bind	Pf apPOL inh
Cc1cc(C)c2sc(NC(=O)c3ccc4c(c3)OCO4)nc2n1	-1.4	16.1
CCc1nn2c(CNC(=O)c3ccc(F)cc3)c(C)nc2s1	-1.9	1.0
NC(=Nc1nc2ccccc2o1)NC(=O)c1cc([N+](=O)[O-])ccc1Cl	3.0	-4.6
Cc1nc2c(c(=O)n1CC(=O)NC1CCCC1)CCN(Cc1ccccc1)C2	-4.0	3.6
O=C(CSc1nccc(-c2cccs2)n1)N1CCOCC1	.	-2.6
COc1cccc(C(=O)Nc2ccc(Cl)c(-c3nc4ncccc4o3)c2)c1	39.0	-2.8
O=C(CSc1ccccn1)Nc1cc(C(=O)O)cc(C(=O)O)c1	2.0	-6.3
CC1(C(=O)NCc2cccc(F)c2)CCCN(C(=O)c2ccccc2Cl)C1 (stereo not drawn)	-5.2	2.3
Nc1ccc(C(=O)Nc2nc3ccccc3s2)cc1	19.0	-2.8
O=C1Nc2ccccc2C1=Cc1cccc2ccccc12	.	2.1
COc1cc(C)nc(N(CC(N)=O)S(=O)(=O)c2ccc(C)cc2)n1	2.0	0.9
Cc1nnsc1C(=O)NN=Cc1ccccc1Cl	.	-11.9
COc1ccc(OC)c(CNC(=O)C2CC(=O)N(c3ccc4oc(C)nc4c3)C2)c1 (stereo not drawn)	5.0	5.0
CC(C)N1CCN(C(=O)c2cn3cc(-c4ccccc4)ccc3n2)CC1	2.6	-1.1
Cc1ccc(C)c(NC(=O)c2cc(S(=O)(=O)NCc3ccccc3)ccc2F)c1	4.0	34.2
O=S(=O)(Nc1cccc(Cl)c1)c1ccc2nncn2c1	5.4	2.3
CCc1ccccc1NC(=O)Cn1ccc2sc(C)cc2c1=O	-9.0	-1.6
Cc1ccc(C)c(S(=O)(=O)NC(C)C(=O)Nc2ccccc2F)c1 (stereo not drawn)	-6.1	-3.4
O=C(CNC1CCCCC1)Nc1c2c(nc3c1CCC3)CCC2	1.0	-4.7
CCN(CC)C(=O)c1cc2c(s1)CCC(C(=O)N1CCN(c3ccccc3)CC1)C2 (stereo not drawn)	24.9	-0.6
CC(=O)c1ccc(-c2c(C)cc3oc(=O)cc(-c4ccccc4)c3c2C)cc1	1.0	-4.7
O=C(c1ccc(CN2CCc3ccccc3C2)cc1)N1CCN(c2ccccc2F)CC1	10.6	-5.6
